# PME-1 primary: PME-1 inhibitors via competitive probe labeling, primary screen, biochemical, fluorescence polarization, FP-Rh probe, HTS | inhibition, % at 5.9 µM | recombinant PME-1 | AID 2130, 2009 | 0.53% of 320,000 active | Protein phosphatase methylesterase 1 (Homo sapiens), Q9Y570;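 active = inhibition above the campaign mean of all compounds plus 3 SD, cut at about 26% in these data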;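 also: competitive labeling of PME-1 active site by serine hydrolase directed probe; 0% = PME-1 with DMSO and 100% = wells lacking PME-1 enzyme; inhibitors block probe labeling so polarization falls and inhibition rises; many of its hits are not listed in these tables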
# PAD4 inh: human PAD4 inhibitors, primary screen, biochemical, fluorescence polarization, 1536-well format | Protein-arginine deiminase type-4 (Homo sapiens), Q9UM07 | recombinant PAD4, RCA probe fluorescence polarization | 0.41% of 330,000 active | inhibition, % at 6.36 µM;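 active = percent inhibition above a cutoff equal to the mean of all tested compounds plus 3 SD, cut at about 15% in these data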;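 also: 0% = PAD4 with RCA probe and DMSO and 100% = probe without PAD4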
# Target sequence (Q9UM07 whole entry, looked up): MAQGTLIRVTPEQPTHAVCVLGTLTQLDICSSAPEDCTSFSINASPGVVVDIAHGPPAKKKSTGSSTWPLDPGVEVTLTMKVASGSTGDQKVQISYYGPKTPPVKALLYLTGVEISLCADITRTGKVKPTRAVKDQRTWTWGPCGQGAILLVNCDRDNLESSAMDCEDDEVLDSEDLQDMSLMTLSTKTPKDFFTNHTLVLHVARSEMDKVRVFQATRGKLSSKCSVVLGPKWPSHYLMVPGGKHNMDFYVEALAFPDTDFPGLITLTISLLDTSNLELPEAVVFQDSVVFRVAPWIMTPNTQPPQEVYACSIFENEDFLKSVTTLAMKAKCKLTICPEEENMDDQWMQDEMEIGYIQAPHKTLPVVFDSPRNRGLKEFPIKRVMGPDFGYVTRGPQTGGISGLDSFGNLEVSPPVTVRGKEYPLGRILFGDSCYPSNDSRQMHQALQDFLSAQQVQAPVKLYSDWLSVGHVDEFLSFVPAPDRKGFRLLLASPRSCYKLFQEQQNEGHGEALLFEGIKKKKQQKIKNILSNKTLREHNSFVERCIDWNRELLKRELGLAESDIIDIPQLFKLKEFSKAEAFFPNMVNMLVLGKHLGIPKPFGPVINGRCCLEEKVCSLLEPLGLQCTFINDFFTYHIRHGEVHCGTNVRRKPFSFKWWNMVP
# PAFAH1B2 FP inh: PAFAH1B2 enzyme inhibitors, primary screen, biochemical, fluorescence polarization, human; Platelet-activating factor acetylhydrolase IB subunit alpha2 (Homo sapiens), P68402; recombinant PAFAH1B2, FP-rhodamine activity probe; inhibition, % at 3.39 µM; 1.2% of 340,000 active; AID 492953, 2010;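 active = inhibition above the mean of all tested compounds plus 3 SD, cut at about 24% in these data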;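 also: 0% = enzyme with DMSO and 100% = wells lacking PAFAH1B2; many of its hits are not listed in these tables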
# PAFAH1B3 FP inh: PAFAH1B3 enzyme inhibitors, primary screen, biochemical, fluorescence polarization, human; recombinant PAFAH1B3, FP-rhodamine probe; Platelet-activating factor acetylhydrolase IB subunit alpha1 (Homo sapiens), Q15102; 0.28% of 340,000 active; inhibition, % at 3.39 µM;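 active = inhibition above the screen-wide average of all tested compounds plus 3 SD, cut at about 25% in these data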;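 also: 0% = enzyme with DMSO only and 100% = wells lacking PAFAH1B3 protein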
# pPAFAH FP inh: pPAFAH enzyme inhibitors, primary screen, biochemical, fluorescence polarization, human; Platelet-activating factor acetylhydrolase (Homo sapiens), Q13093; recombinant pPAFAH, FP-rhodamine probe fluorescence polarization; inhibition, % at 3.39 µM; 1.5% of 330,000 active; AID 463082, 2010;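 active = inhibition above the mean inhibition across the screen plus 3 SD, cut at about 25% in these data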;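 also: inhibitors block binding of the rhodamine activity-based probe so polarization drops; 0% = enzyme with DMSO and 100% = wells lacking pPAFAH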
# GSTO1 inh: inhibitors of recombinant GSTO1, primary screen, counter-screen for RBBP9 inhibitor project, biochemical, fluorescence polarization; Glutathione S-transferase omega-1 (Homo sapiens), P78417; inhibition, % at 5.96 µM; activity-based probe fluorescence polarization; 1.1% of 300,000 active;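 active = inhibition above the campaign mean inhibition plus 3 SD, cut at about 35% in these data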;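 also: 0% = GSTO1-1 with DMSO and 100% = wells lacking GSTO1-1 enzyme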
# LYPLA2 counter: LYPLA2 inhibitors, primary screen, counter-screen for PME1 inhibitor project, biochemical, fluorescence polarization, FP-Rh probe ABPP; recombinant LYPLA2; inhibition, % at 5.9 µM; 0.38% of 320,000 active; AID 2177, 2009;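 active = inhibition above the screen-wide mean plus 3 SD, limit set per campaign, cut at about 26% in these data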;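 also: 0% = LYPLA2 with DMSO and 100% = wells lacking LYPLA2 enzyme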
# Target sequence (O95372 whole entry, looked up): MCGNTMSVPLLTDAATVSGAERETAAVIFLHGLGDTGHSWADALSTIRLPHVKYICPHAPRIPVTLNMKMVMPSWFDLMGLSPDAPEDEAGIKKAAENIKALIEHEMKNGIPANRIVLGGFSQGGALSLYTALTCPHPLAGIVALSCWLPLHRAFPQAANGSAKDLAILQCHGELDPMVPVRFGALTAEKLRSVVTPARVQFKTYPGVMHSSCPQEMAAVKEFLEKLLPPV
# LYPLA1 counter: LYPLA1 inhibitors, primary screen, counter-screen for PME1 inhibitor project, biochemical, fluorescence polarization, FP-Rh probe ABPP | Acyl-protein thioesterase 1 (Homo sapiens), O75608 | AID 2174, 2009 | 0.16% of 320,000 active | recombinant LYPLA1 | inhibition, % at 5.9 µM;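 active = inhibition above the mean of all tested compounds plus 3 SD, set per campaign, cut at about 14% in these data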;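 also: inhibitors block serine hydrolase probe labeling of LYPLA1 so polarization falls; 0% = enzyme with DMSO and 100% = wells lacking LYPLA1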
# PAFAH2 inh: PAFAH2 enzyme inhibitors, primary screen, biochemical, fluorescence polarization, human; inhibition, % at 3.39 µM; recombinant PAFAH2, FP-rhodamine activity probe; Platelet-activating factor acetylhydrolase 2, cytoplasmic (Homo sapiens), Q99487; AID 492956, 2010; 0.99% of 340,000 active;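 active = inhibition above the mean over all tested compounds plus 3 SD, cut at about 30% in these data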;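 also: inhibitors block probe labeling of enzyme so polarization drops; 0% = enzyme with DMSO and 100% = wells lacking PAFAH2 protein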
# Active calls of the source: *; x = no result given.
SMILES,PME-1 primary,PAD4 inh,PAFAH1B2 FP inh,PAFAH1B3 FP inh,pPAFAH FP inh,GSTO1 inh,LYPLA2 counter,LYPLA1 counter,PAFAH2 inh
CCc1ccc(NC(=O)C(=O)NNC(=O)c2cccc(OC)c2)cc1,3,-2,12,15,0,10,-3,0,4
CCCc1cc(=O)[nH]c(SC(C)C(=O)Nc2ccc3c(c2)OCCO3)n1 (stereo not given),9,0,0,0,2,x,10,2,7
COc1cc2c(cc1OC)[C@H](C)N(C(=O)CSc1nc(O)c(C(C)C)c(=O)[nH]1)CC2,-6,4,-4,0,0,3,0,3,-3
COc1ccc2cc3cc(C(=O)NCCN4CCN(Cc5ccccc5)CC4)oc3nc2c1,-3,2,-3,5,6,-5,9,-2,1
CCC(CO)Oc1cc(NCc2ccccc2Cl)c2ncn(C(C)C)c2c1 (stereo not given),13,-7,8,3,14,x,9,1,0
CCn1cc(C(=O)NCCCN2CCC(C)CC2)c(=O)c2cc(S(=O)(=O)N3CCOCC3)ccc21,5,-2,-1,2,-1,-1,2,-3,-4
Cc1ccc(OC(C)C(=O)N=Nc2c(O)[nH]c3ccc([N+](=O)[O-])cc23)cc1 (stereo not given),5,-4,2,6,2,36*,4,0,0
O=C(Cn1ncn2c(cc3ccccc32)c1=O)NCc1ccco1,-4,1,-6,-3,9,-3,1,-4,7
CCCSCCCNC(=O)Cn1cc2c(n1)CCCCC2,4,-3,6,-1,1,6,2,-2,1
COc1cc(C)c(N)cc1C(C)C,7,-1,1,-1,6,-7,1,0,3
CCOC(OCC)P(=O)(c1ccccc1)c1ccccc1,-5,1,3,8,0,0,1,-6,-1
CCN(CC(=O)NCc1cccs1)C(=O)c1ccc(-c2ccc(F)cc2)o1,x,0,14,-6,6,x,x,x,3
Cn1c(CCN2CCCCC2)nc2cc(NC(=O)COc3ccccc3)ccc21,-1,-2,4,2,11,4,3,3,-2
CCc1ccc(C2C(C(C)=O)=C(C(=O)OC)Nc3nnnn32)cc1 (stereo not given),-4,-1,2,-1,7,-17,-1,-1,2
CCCCN(CCCC)Cc1ccc(C(=O)NNC(=O)Nc2ccc(F)cc2)o1,-1,-1,-1,11,4,2,4,-1,-2
Cc1nc(SCC(=O)NCC2CCCO2)[nH]c(=O)c1C (stereo not given),1,-3,5,4,-2,4,-2,-1,0
Cc1ccnc(NC(c2ccccn2)c2c(C)[nH]c3ccccc23)c1 (stereo not given),-9,-5,3,2,2,12,-5,-1,9
COc1cccc(OC)c1Oc1ccc(C(F)(F)F)cn1,-7,3,-3,0,5,13,11,-1,5
CCCCn1c(=O)cc(O)c2ccccc21,2,0,-2,11,-2,13,5,2,10
CC1CCN(C(=O)CN2C(=O)COc3ccc(Cl)cc32)CC1,1,1,4,8,-2,2,-1,-5,-4
Cc1ccc(NC(=O)CCSCCc2ccccn2)cc1,0,-5,0,2,1,0,0,-1,-9
O=C(NNC(=S)NC(=O)c1ccccc1)c1ccc(O)cc1,-1,-3,4,0,8,8,6,1,-1
O=C(NCc1ccc2[nH]c3c(c2c1)CCCC3)c1ccc(S(=O)(=O)N2CCOCC2)cc1,9,0,-5,1,10,3,3,-3,2
CCOC(=O)/C(C#N)=C1/C=C(C)c2ccccc2N1,7,1,-3,9,-2,1,-3,-3,-2
CCCCNC(=O)c1onc(CSc2ccccc2CC)c1C(=O)O,0,-3,24,9,12,-61,-8,0,58*

# New compounds follow:
SMILES,PME-1 primary,PAD4 inh,PAFAH1B2 FP inh,PAFAH1B3 FP inh,pPAFAH FP inh,GSTO1 inh,LYPLA2 counter,LYPLA1 counter,PAFAH2 inh
COc1ccc(C2=NOC3(CC(=O)N(c4ccc(C)cc4)C3=O)C2)cc1 (stereo not given),5,0,1,3,3,6,12,2,0
CC(=O)n1cc([C@@H]2C=C(C(=O)NCc3ccccc3)O[C@H](OCCCCO)C2)c2ccccc21,1,-6,6,7,3,-11,-4,-6,7
CN(C)C(=O)c1nc(C#N)c(N(C)C)o1,1,-3,-1,-2,0,5,3,2,9
COc1ccc(F)cc1S(=O)(=O)n1cc(C)nc1-c1ccccc1,3,-3,-3,4,1,5,-4,0,0
Cc1ccc(NC(=S)NC(NC(=O)N(C)C)C(Cl)(Cl)Cl)cc1 (stereo not given),-3,-1,1,-5,3,3,-1,-2,4
COc1ccccc1CN1CCN(Cc2ccc3ccccc3c2)CC1,-6,-1,2,-1,1,-4,-4,-2,7
Cc1ccnc(NC(=O)C(C)n2cc([N+](=O)[O-])cn2)c1 (stereo not given),1,0,6,6,1,0,-3,-3,8
O=C(Nc1nc(-c2ccc(Oc3ccccc3)cc2)cs1)C1=COCCO1,-11,5,0,-7,-2,-5,-1,-3,-8
Cc1onc(-c2ccccc2Cl)c1C(=O)NCc1ccccc1,-2,-6,-5,6,-2,-1,1,-1,-6
O=C1CNC(=O)/C(=C/c2cccs2)N1,5,-2,2,3,6,8,4,4,0
CC(C)c1nnc(NC(=O)CSc2ccccc2)s1,3,-2,2,-1,2,3,-2,-1,4
Cn1c(SCC(=O)NCC2CCCO2)ncc(C(=O)Nc2ccc(F)cc2)c1=O (stereo not given),-4,-3,-5,8,3,8,-3,-1,4
Cn1nnnc1SCC(=O)N1CCCc2ccccc21,1,-1,-3,-7,5,6,0,-1,0
COc1cccc(C2N(c3cccc(Cl)c3)C(=O)C3CCCN32)c1OC (stereo not given),4,-3,13,10,2,-3,-6,1,-5
O=c1c2ccccc2c2ccccc2c(=O)n1Cc1ccco1,-1,4,-1,6,2,0,-2,0,-6
Cc1ccc(N(CC(=O)NC2CCC(C)CC2)S(=O)(=O)c2cccnc2)cc1 (stereo not given),7,0,10,1,-5,0,-3,1,5
FC(F)(F)c1cccc(NC(=S)Nc2ccc(Cl)c(Cl)c2)c1,-11,-1,x,x,2,-17,-12,-9,x
CCNS(=O)(=O)c1ccc(NC(=O)Nc2cccc(C(F)(F)F)c2)cc1,-90,-8,-13,-43,-29,-66,-109,-54,-50
N#Cc1c(Nc2ccccc2C(F)(F)F)s[nH]c1=O,-1,-3,x,x,-1,-5,5,-2,x
CC(C)C(c1nnnn1CCc1ccccc1)N1CCC(C(N)=O)CC1 (stereo not given),-6,-4,0,2,1,5,3,1,10
COC(=O)CCCC1=CC2=C(c3ccccc3)C(=O)C(C)(OC(=O)C3CCCC3)C(=O)C2=CN1Cc1ccc(OC)cc1 (stereo not given),0,-3,0,-3,6,41*,5,-2,1
CC1CCCC(C)N1/N=C/c1ccc(C(=O)O)cc1 (stereo not given),5,-2,5,2,3,15,4,-1,1
Cc1nn(Cc2ccccc2)c(Cl)c1C(=O)OC1CCOC1=O (stereo not given),1,-3,0,3,2,-5,-4,-7,3
Cc1ccccc1-n1c(-c2csc3ccccc23)n[nH]c1=S,-5,2,5,4,0,0,6,4,-1
COc1cc2c(cc1OC)C(C)N(C(=O)Cc1ccc(C(F)(F)F)cc1)CC2 (stereo not given),1,-4,8,11,4,-1,3,-2,4

# For convenience, part of the list above.
SMILES,PME-1 primary,PAD4 inh,PAFAH1B2 FP inh,PAFAH1B3 FP inh,pPAFAH FP inh,GSTO1 inh,LYPLA2 counter,LYPLA1 counter,PAFAH2 inh
FC(F)(F)c1cccc(NC(=S)Nc2ccc(Cl)c(Cl)c2)c1,-11,-1,x,x,2,-17,-12,-9,x
CCNS(=O)(=O)c1ccc(NC(=O)Nc2cccc(C(F)(F)F)c2)cc1,-90,-8,-13,-43,-29,-66,-109,-54,-50
N#Cc1c(Nc2ccccc2C(F)(F)F)s[nH]c1=O,-1,-3,x,x,-1,-5,5,-2,x
CC(C)C(c1nnnn1CCc1ccccc1)N1CCC(C(N)=O)CC1 (stereo not given),-6,-4,0,2,1,5,3,1,10
COC(=O)CCCC1=CC2=C(c3ccccc3)C(=O)C(C)(OC(=O)C3CCCC3)C(=O)C2=CN1Cc1ccc(OC)cc1 (stereo not given),0,-3,0,-3,6,41*,5,-2,1
CC1CCCC(C)N1/N=C/c1ccc(C(=O)O)cc1 (stereo not given),5,-2,5,2,3,15,4,-1,1
Cc1nn(Cc2ccccc2)c(Cl)c1C(=O)OC1CCOC1=O (stereo not given),1,-3,0,3,2,-5,-4,-7,3
Cc1ccccc1-n1c(-c2csc3ccccc23)n[nH]c1=S,-5,2,5,4,0,0,6,4,-1
COc1cc2c(cc1OC)C(C)N(C(=O)Cc1ccc(C(F)(F)F)cc1)CC2 (stereo not given),1,-4,8,11,4,-1,3,-2,4

# Continuation.
SMILES,PME-1 primary,PAD4 inh,PAFAH1B2 FP inh,PAFAH1B3 FP inh,pPAFAH FP inh,GSTO1 inh,LYPLA2 counter,LYPLA1 counter,PAFAH2 inh
COc1ccccc1NC1=C(Cl)C(=O)OC1OC(=O)c1ccco1 (stereo not given),-10,-2,5,4,-3,6,-2,0,13
NCCCCc1cn(CC(=O)N2CCNCC2)nn1,-2,0,-2,12,-2,3,5,0,2
Cc1c(NS(C)(=O)=O)c(=O)n(-c2ccccc2)n1C,3,-1,-1,-8,2,11,-2,-1,-5
Clc1ccc(Cn2ncc3c(NCc4cccnc4)ncnc32)cc1,7,3,7,-1,3,3,8,-4,-3
Cc1ccc(NC(=O)NC(=O)N(C(C)C)S(=O)(=O)c2ccc(C)cc2)cc1,-57,0,3,9,2,2,1,-4,1
CC(NC(=O)CN(C)Cc1cccc(F)c1)c1ccccc1 (stereo not given),8,2,16,12,4,1,1,0,-5
COc1cc(N)ccc1-c1cc2ccccc2oc1=O,6,3,0,6,4,-1,-3,-3,2
CCCNS(=O)(=O)c1cccn1-c1ncc(C(F)(F)F)cc1Cl,-4,5,2,7,11,3,2,1,12
C[C@H]1COC(=O)[C@@H](NC(=O)OCC2c3ccccc3-c3ccccc32)C/C=C\C[C@H](CC(=O)NCCO)C(=O)N1,x,-1,2,-5,1,x,x,x,2
O=C(COc1cc(Cl)c(Cl)cc1Cl)NCCc1ccccn1,2,1,2,1,1,-1,0,2,-4
CCN(CC)S(=O)(=O)c1ccc(OC)c(NC(=O)c2cc(C)on2)c1,2,3,-1,9,-2,-1,3,1,-4
CCOC(=O)C1=C(C)C(c2ccccc2)NC(=S)N1 (stereo not given),-2,-1,8,6,2,3,1,-3,-2
CCOc1ccc(NC(=O)CN2C(=O)COc3ccc(S(=O)(=O)N4CCCCC4)cc32)cc1,4,7,2,2,4,6,5,4,5

# Screens: PubChem BioAssay, The Scripps Research Institute Molecular Screening Center

# Not all compounds are listed; the hit share may differ from the screen's.
